Assay outcomes: PubChem BioAssay, National Center for Advancing Translational Sciences (NCATS)
ELG1 genotoxic: inducers of genotoxicity in HEK293T ELG1-luciferase cells; HEK293T ELG1-luciferase reporter, luminescence, 16 h; Potency, µM (titrated, usually from 46 µM), without a hit: at the highest dose activity change, positive = activation, actives largely listed as activators; hit rate 1.3% among 330,000; note: % of control where 0% means no effect; nearly all actives have a fitted effect of over 60% in size
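DMSO vehicle served as control against compound-treated ELG1-luciferase HEK293T cells; exposure lasted 16 hr at 37 °C and 5% CO2, followed by ONE-Glo luminescence detection after 30 min.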
uPA generation: blocks generation of uPA at the cell surface; cell surface uPA generation assay, qHTS; Potency, µM (top dose mostly 38.3 µM), for the others: at the top dose activity change, negative = inhibition, usual class: inhibitors; hit rate 0.31% among 330,000; AID 540303; active = well fitted inhibition curve with a large enough effect; inconclusive = small, poorly fitted or top-dose-only effect; inactive = no such curve, though single readings can be large or run the other way; tested in mouse RAW 264.7 cells; note: % is set by controls: 0 for no effect and ±100 for the full control effect; nearly all actives have a fitted effect of over 55% in size
RORgamma inh: inhibitors of mouse ROR gamma transcriptional activity. AID 2551. Potency, µM (highest dose often 53.6 µM), without a hit: at the highest dose activity change, negative = inhibition, actives largely listed as inhibitors. Drosophila S2 Gal4-RORgamma UAS-luciferase reporter, 20 h. hit rate 5.4% among 310,000; note: % is set by controls: 0 for no effect and ±100 for the full control effect; nearly all actives have a fitted effect of over 60% in size
Target sequence (P51450 whole entry, looked up, the tested form may be a part): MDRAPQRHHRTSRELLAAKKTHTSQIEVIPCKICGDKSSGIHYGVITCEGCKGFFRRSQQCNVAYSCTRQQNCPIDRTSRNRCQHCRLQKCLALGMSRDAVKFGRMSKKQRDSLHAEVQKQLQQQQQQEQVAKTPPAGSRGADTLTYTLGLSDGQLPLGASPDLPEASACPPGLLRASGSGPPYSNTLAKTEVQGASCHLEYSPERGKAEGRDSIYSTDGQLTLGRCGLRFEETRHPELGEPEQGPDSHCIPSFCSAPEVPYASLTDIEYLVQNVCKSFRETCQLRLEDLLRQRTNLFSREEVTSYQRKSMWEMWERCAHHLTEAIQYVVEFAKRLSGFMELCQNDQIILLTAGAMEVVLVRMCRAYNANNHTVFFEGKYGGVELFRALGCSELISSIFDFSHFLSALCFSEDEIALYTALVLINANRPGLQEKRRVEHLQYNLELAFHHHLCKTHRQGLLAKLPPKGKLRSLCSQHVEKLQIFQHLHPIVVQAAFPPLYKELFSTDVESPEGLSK
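Drosophila Schneider cells stably carrying a metallothionein-driven Gal4 DBD–ROR gamma fusion and a UAS-Photinus luciferase reporter were exposed to compound for 1 hr, then induced with copper sulfate (700 uM final) for 20 hr at ambient temperature before luminescence reading.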
Rab9 prom act: Rab9 promoter activation; Huh7 Rab9 promoter-luciferase reporter, luminescence, 24 h; Potency, µM (highest dose often 9.22 µM), inactives show top-dose activation, negative = inhibition, hits mostly activators; hit rate 2.8% among 320,000; note: % of control where 0% means no effect; nearly all actives have a fitted effect of over 60% in size
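Stable Rab9-luc Huh7, 1500 cells/well, 2 h settle; cmpd in DMSO, 24 h, 37 °C/5% CO2; luciferase reagent 10 min RT; luminescence.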
FLuc modulator: inhibits or activates purified firefly luciferase, miR-21 counter-screen; Potency, µM (doses to about 57.5 µM), for inactives: at the highest dose activity change, negative = inhibition, usual class: inhibitors; purified FLuc, Km substrates, luminescence inhibition; P08659; AID 588342; hit rate 6.9% among 360,000;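 note: plate controls were vehicle for no effect and reference inhibitor for full effect; nearly all actives have a fitted effect of over 55% in size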
Target sequence (P08659 whole entry, looked up): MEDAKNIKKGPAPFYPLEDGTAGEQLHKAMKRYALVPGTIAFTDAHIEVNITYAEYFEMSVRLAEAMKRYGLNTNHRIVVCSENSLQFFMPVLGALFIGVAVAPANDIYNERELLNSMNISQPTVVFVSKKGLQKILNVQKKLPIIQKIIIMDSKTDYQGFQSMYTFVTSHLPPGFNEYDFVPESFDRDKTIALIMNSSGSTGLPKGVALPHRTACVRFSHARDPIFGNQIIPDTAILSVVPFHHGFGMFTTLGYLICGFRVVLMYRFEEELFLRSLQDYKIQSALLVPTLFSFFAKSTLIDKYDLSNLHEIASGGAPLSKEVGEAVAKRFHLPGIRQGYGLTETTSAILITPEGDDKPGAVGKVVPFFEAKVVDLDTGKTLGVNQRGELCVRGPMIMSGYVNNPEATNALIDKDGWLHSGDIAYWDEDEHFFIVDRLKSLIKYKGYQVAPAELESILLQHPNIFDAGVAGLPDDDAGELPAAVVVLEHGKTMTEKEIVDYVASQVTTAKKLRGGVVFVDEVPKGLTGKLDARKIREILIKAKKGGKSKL
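Purified P. pyralis luciferase, 10 nM final, with Km-level 10 uM D-luciferin and 10 uM ATP in 50 mM Tris acetate pH 7.5, 10 mM Mg acetate, 0.01% Tween-20, 0.05% BSA; 6-point qHTS titration about 60 µM downward; luminescence read.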
MBNL1-CUG inh: MBNL1-poly(CUG) RNA binding inhibition; Q9NR56; TR-FRET MBNL1-His/biotin-(CUG)12 binding, 665/545 ratio; Potency, µM (series often up to 57.5 µM), for the others: at the highest dose activity change, negative = inhibition, most hits filed as inhibitors; hit rate 0.036% among 280,000; AID 2675; active = well fitted inhibition curve with a large enough effect in the signal ratio, with a control signal flat, not every such curve was filed as active; inconclusive = small, poorly fitted or top-dose-only effect, or effect the other way, or a change in a side signal; inactive = no such curve, though single readings can be large or run the other way; the % refers to the signal ratio; note: % is set by controls: 0 for no effect and ±100 for the full control effect
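Compound titration spanned 92 nM–58 uM against the MBNL1-His/biotin-(CUG)12 complex. After 60 min at room temperature with 5 nM streptavidin-XL665 and 0.055 ng/ul terbium anti-His, ratiometric 665/545 nm emission (Ex 340 nm) normalized to controls.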
CXXC DNA block: inhibitors of human MLL CXXC domain-DNA interaction; Q03164; Potency, µM (doses to about 115 µM), inactives show at the top dose activity change, negative = inhibition, most hits filed as inhibitors; MLL-CXXC / FITC-HOXA9 DNA fluorescence polarization; hit rate 0.037% among 290,000; active = well fitted inhibition curve with a large enough effect in the polarisation, with a control signal flat, not every such curve was filed as active; inconclusive = small, poorly fitted or top-dose-only effect, or effect the other way, or a change in a side signal; inactive = no such curve, though single readings can be large or run the other way; the % refers to the polarisation
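Purified MLL-CXXC (added from a 7 uM solution) was preincubated 5 min at ambient with pinned compounds in 50 mM Tris-HCl pH 7.5, 50 mM NaCl, 1 mM DTT, 0.05% BSA. Fluorescein-labeled HOX-A9 DNA (50 nM solution) followed, 30 min, then polarization read.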
NPC1 promoter act: activates the NPC1 promoter | Huh7 NPC1 promoter luciferase reporter, 24 h | Potency, µM (top dose mostly 9.22 µM), without a hit: at the highest dose activation, actives largely listed as activators | hit rate 2.4% among 320,000;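 note: % of control where 0% means no effect; nearly all actives have a fitted effect of over 60% in size; reporter is driven by a mutant NPC1 promoter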
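Huh7 cells stably carrying NPC1 promoter–luciferase, plated in Opti-MEM with 10% FBS for 2 h, were exposed to compound in DMSO for 24 h at 37 °C; luciferase reagent was added for 10 min and luminescence read.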
p53 reactivation: re-activators of mutant p53; hit rate 0.063% among 320,000; H1299 p53-A138V BP100-luciferase reporter, luminescence, 24 h; AID 504706; Potency, µM (series often up to 92.2 µM), for inactives: at the top dose activity change, positive = activation, hits mostly activators; note: % of control where 0% means no effect; nearly all actives have a fitted effect of over 45% in size
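H1299 (p53-null), stable ts p53-A138V + BP100-Luc; 1000 cells/well, Opti-MEM/10% FBS; cpd 4 pt, 1:5; 24 h, 37 deg C, 5% CO2; detection reagent 10 min RT; luminescence.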
BRCA1 expr up: activators of BRCA1 expression; AID 624202; hit rate 1.1% among 380,000; MCF7-BRCA1-FFLuc reporter, luminescence, 48 h; response scale: scaled: vehicle 0%, 10 µM genistein 100%; Potency, µM (highest dose often 46.1 µM), inactives show top-dose activation, usual class: activators; note: nearly all actives have a fitted effect of over 80% in size; some results filed as inactive show a strong effect at the top dose
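Reporter cells (MCF7, BRCA1 promoter-firefly luciferase) received library compounds across a concentration series for 48 h. End-point luminescence was measured and concentration-effect curves derived after normalization.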
VP16 counter: counter-screen for ROR gamma inhibitors: Gal4-VP16 reporter | Drosophila S2 Gal4-VP16 UAS-luciferase, luminescence, 20 h | Potency, µM (doses to about 53.6 µM), for the others: at the highest dose activity, negative = inhibition, actives largely listed as inhibitors | hit rate 3.5% among 310,000;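 note: Gal4-VP16 expression switched on by copper sulfate through the metallothionein promoter; % is set by controls: 0 for no effect and ±100 for the full control effect; nearly all actives have a fitted effect of over 50% in size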
Starred values were filed as active, the others as inactive; u = inconclusive; x = no result given; [ ] = dose if it differs, or a comment. Unless noted, calls come from the whole dose curve; as a rule, active = well fitted curve in the direction sought with a large enough effect; inconclusive = small, poorly fitted or top-dose-only effect, or another doubt; inactive = no such curve, though single readings can be large; an effect the other way counts as inactive or inconclusive. Potency is the fitted concentration of half-maximal effect.

Molecule	ELG1 genotoxic	uPA generation	RORgamma inh	Rab9 prom act	FLuc modulator	MBNL1-CUG inh	CXXC DNA block	NPC1 promoter act	p53 reactivation	BRCA1 expr up	VP16 counter
CCC(=O)N(CCc1ccc(S(N)(=O)=O)cc1)C1CC(=O)N(c2ccc(OC)cc2)C1=O (stereo not given)	-1%	2%	-9%	-2%	0%	0%	-4%	-2%	1%	14%	-3%
COc1ccc(Br)cc1/C=N/NC(=O)CN1CCN(Cc2ccccc2)CC1	-3%	-4%	2%	-7%	-1%	2%	4%	-2%	-1%	-26%	6%
Cc1ccc(Cl)cc1NC(=O)COC(=O)C1CCCC1	3%	6%	3%	-2%	3%	7%	-11%	3%	2%	-20%	0%
COc1oc(-c2ccccc2C)nc1C(F)(F)F	1%	-3%	-5%	0%	2%	-2%	-1%	2%	-3%	1%	-2%
C/C(=N\NC(=O)C(=O)Nc1cc(C)ccc1C)c1ccncc1	0%	4%	1%	-5%	3%	-4%	0%	0%	-2%	-6%	-6%
Cc1ccnc(NCc2c(O)ccc3ccccc23)c1	0%	u	-2%	-2%	u	4%	68%[activator]	1%	u	-8%	-7%
CCCOc1ccc(/C=C/C(=O)NCc2ccccc2)cc1	-2%	1%	33%	0%	u	6%[11.5 µM]	0%	1%	1%	0%	5%
CCOc1ccc(S(=O)(=O)N(C)c2ccc(OCC(=O)OCc3c(C)noc3C)cc2)cc1	1%	-4%	2%	1%	3%	-6%	3%	9%	1%	-10%	-7%
COc1ccc(Cl)cc1/C=C1/C(=O)ON=C1C	-2%	2%	11%	-6%	u	2%	12%	-3%	-5%	-4%	-18%
Cc1ccc(N(CC(O)CN2CCCCC2)S(=O)(=O)c2ccc(C)cc2)cc1 (stereo not given)	1%	-5%	-24%	5%	1%	-3%	9%	1%	0%	4%	-2%
Cc1ccc2nc(C)cc(Nc3ccc([N+](=O)[O-])cc3)c2c1	5.8µM*	-5%	7.1µM*	-18%	1%	u	u	-21%	-6%	-7%	5µM*
CN(C)C(=O)c1cc([N+](=O)[O-])ccc1O	-1%	0%	-13%	14%	-1%	10%	0%	9%	0%	24%	-6%
COc1ccc(N=C2SC(C(N)=O)CC(=O)N2Cc2ccc3c(c2)OCO3)cc1 (stereo not given)	2%	19%	21%	-5%	4%	x	8%	2%	-3%	-33%	5%
Cc1ncoc1C(=O)N1CCCC(N2CCN(c3cccc(C(F)(F)F)c3)CC2)C1 (stereo not given)	-6%	10%	-1%	10%	1%	-9%	u	-1%	-9%	-14%	8%
Cc1cc(C)n2c(SCC(=O)N(CC(C)C)c3c(N)n(CC(C)C)c(=O)[nH]c3=O)nnc2n1	-6%	3%	3%	0%	-1%	x	20%	-17%	-3%	-5%	1%
CCOc1cc(C#N)c(NC(=O)Cn2nnc3ccccc32)cc1OCC	8%	2%	-10%	1%	-2%	-2%	40%[activator]	-2%	8%	-28%	-6%
COC(=O)CNC(=O)C1CCN(S(=O)(=O)c2cnc[nH]2)CC1	1%	-10%	-14%	-7%	2%	-4%	2%	-3%	2%	-1%	0%
O=C(Cn1nc(-c2cccc(Cl)c2)ccc1=O)Nc1cccnc1	-2%	9%	-10%	-3%	5%	94%[activator]	-9%	1%	-6%	-8%	-9%
CC1(C)OC(=O)C(=NNc2ccccc2C(=O)O)C(=O)O1	-2%	6%	-6%	-3%	-17%	x	6%	2%	2%	0%	-4%
CN(CC(=O)Nc1ccccc1Cl)C(=O)Cn1cnc2ccccc2c1=O	1%	0%	x	0%	4%	x	x	-2%	4%	-10%	x
CNC(=O)c1ccccc1NC(=O)C1CC(=O)N(C(C)C)C1 (stereo not given)	1%	0%	u	-6%	0%	-1%	0%	0%	x	-9%	-8%
CCCC(=O)Nc1ccc(C(=O)COC(=O)c2cc(C)oc2C)cc1	-1%	-28%	x	1%	-2%	x	x	-1%	-8%	-6%	x
Cc1cc(NC(=O)CSc2c3c(nc4ccccc24)CCC3)no1	-3%	u	u	3%	2%	9%	-1%	-1%	u	-51%	-4%
CSc1ccc(NC(=O)CC(C)=O)cc1	10%	x	4%	10%	-19%	2%	-4%	4%	7%	10%	7%
Cc1c(C)c(C)c(S(=O)(=O)NCCC(=O)N2CCN(Cc3ccc(C#N)cc3)CC2)c(C)c1C	-4%	-4%	x	-17%	1%	x	x	-3%	-15%	-27%	x
O=C(NCCCNC(=O)c1ccco1)c1ccc(F)cc1	4%	6%	-1%	0%	-2%	1%	7%	0%	-4%	-4%	-2%
COc1ccc(CNC(=O)CN(C(=O)CCC(=O)Nc2ccccn2)c2cccc(C)c2C)cc1	-8%	-1%	23%	1%	0%	1%	-3%	-1%	-5%	-15%	0%
Cc1cc(C)n(-c2nnc(C)n2NS(C)(=O)=O)n1	1%	-1%	-3%	-8%	-2%	1%	-4%	0%	-2%	3%	-7%
Cc1cc(/C=N/NC(=O)C(O)(c2ccccc2)c2ccccc2)c(C)n1-c1ccccc1	-3%	2%	11µM*	-1%	u	-1%	17%	-4%	-10%	-22%	u
CCOC(=O)C1=C(COC(=O)Cc2ccc(OC)c(OC)c2)NC(=O)NC1C (stereo not given)	4%	11%	x	-1%	6%	x	x	-2%	5%	7%	x
CCn1cnc2c1c(=O)n(Cc1cccc([N+](=O)[O-])c1)c(=O)n2Cc1ccccc1	-4%	-1%	-8%	-7%	-2%	19%	5%	0%	0%	-19%	-1%
COc1ccc(/C(N)=N/OC(=O)c2ccco2)cc1OC	u	-3%	24%	u	u	0%	5%	u	u	7.9µM*	u
Cc1c(Cl)cccc1N/C(=N/S(=O)(=O)c1cccs1)c1ccccc1	-2%	x	42%	-14%	-4%	-8%	-6%	0%	-5%	-2%	-7%
Cc1[nH]n(C(N)=S)c(=O)c1N=Nc1cccc([N+](=O)[O-])c1C	u	-6%	x	2.5µM*	8.5µM*	4%	-1%	u	x	u	x
Cc1ccc(-c2cc3c(N=O)c4ccccc4c-3n[nH]2)cc1	u	9%	10µM*	u	0.095µM*	10%	4%	2%	-6%	-22%	u
O=C(NNc1nc2cc3c(cc2s1)OCO3)c1ccccc1	9%	0%	5µM*	-1%	u	u	12%	1%	u	18%	u
Cc1nn(-c2ccccc2)c2sc(-c3n[nH]c(=S)o3)cc12	3%	-2%	2.8µM*	1%	u	23%	0%	-1%	-3%	1%	-10%[0.365 µM]
Cc1ccc(C)c(NC(=O)CN2C(=O)NC(C)(c3ccc4c(c3)OCCO4)C2=O)c1 (stereo not given)	2%	2%	x	-3%	0%	x	x	2%	0%	6%	x
Cc1nn(-c2ccccc2)c(C)c1NC(=O)COc1ccc2ccccc2c1	-22%	x	1%	4%	-20%	-3%	24%	-1%	-10%	-42%	-17%
CC(C)n1cnc2cc(NCc3ccco3)ccc21	21%	x	-20%	u	17µM*	3%	3%	u	10%	10µM*	3%
CS(=O)(=O)c1ccccc1C(=O)Nc1ccc(-c2nc3ccccc3[nH]2)cc1	11%	-16%	u	3.5µM*	13µM*	2%	37%[activator]	u	-32%[inhibitor]	u	-9%
CCc1ccc(CNC(=O)CCc2nc(-c3cccs3)no2)cc1	-9%	-3%	27%	0%	2%	2%	-4%	-4%	0%	-7%	-3%
O=C(c1nc2ncccn2n1)N1CCN(c2ccc(F)cc2)CC1	-2%	0%	0%	-5%	1%	0%	-5%	-2%	-2%	-6%	-6%
CC(=O)c1cc2c(cc1NC(=O)c1cc3nc(C(C)C)cc(C(F)(F)F)n3n1)OCO2	-3%	4%	1%	-9%	u	6%	2%	2%	1%	19%	-5%
S=C(Cc1ccccc1)NCCc1ccccc1	2%	-6%	x	0%	-6%	x	x	2%	10%	10%	x

Some of the entries so far, with two lines to a compound.
Below each SMILES: ELG1 genotoxic | uPA generation | RORgamma inh | Rab9 prom act | FLuc modulator | MBNL1-CUG inh | CXXC DNA block | NPC1 promoter act | p53 reactivation | BRCA1 expr up | VP16 counter
- Cc1c(C)c(C)c(S(=O)(=O)NCCC(=O)N2CCN(Cc3ccc(C#N)cc3)CC2)c(C)c1C
→ -4% | -4% | x | -17% | 1% | x | x | -3% | -15% | -27% | x
- COc1ccc(Br)cc1/C=N/NC(=O)CN1CCN(Cc2ccccc2)CC1
→ -3% | -4% | 2% | -7% | -1% | 2% | 4% | -2% | -1% | -26% | 6%

An excerpt; rates above refer to the full screens.
